NR2E3 ag-1 = activates human photoreceptor nuclear receptor NR2E3 | GST-NR2E3/biotin-RetCOR TR-FRET, 1536-well | AID 2300 | hit rate 0.12% among 320,000 | inhibition of corepressor binding, % at 4.78 µM | Q9Y5X4;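 active means percent inhibition above the cutoff of mean plus 3 SD of all tested compounds, set per screening campaign, cut at about 20% in these data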;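 further: 0% = DMSO wells and 100% = biotin wells as full block of FRET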
Target sequence (Q9Y5X4 whole entry, looked up): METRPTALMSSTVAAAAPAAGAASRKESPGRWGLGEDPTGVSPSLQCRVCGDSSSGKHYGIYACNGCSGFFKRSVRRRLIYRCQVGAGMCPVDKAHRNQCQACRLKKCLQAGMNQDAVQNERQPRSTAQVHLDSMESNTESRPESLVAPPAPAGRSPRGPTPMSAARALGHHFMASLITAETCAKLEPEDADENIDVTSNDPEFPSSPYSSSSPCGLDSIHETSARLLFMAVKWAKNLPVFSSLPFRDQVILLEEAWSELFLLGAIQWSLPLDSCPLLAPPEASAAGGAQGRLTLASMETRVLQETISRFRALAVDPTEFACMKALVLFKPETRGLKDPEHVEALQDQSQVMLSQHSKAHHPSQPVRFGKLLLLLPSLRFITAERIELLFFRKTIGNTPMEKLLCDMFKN
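System: GST-tagged NR2E3 plus biotinylated RetCOR corepressor; Buffer or medium: pH 7.5 Tris-based buffer; Probe or stimulus: RetCOR corepressor, biotinylated, 7 nM; Doses: compound at 4.8 µM, single dose; Schedule: 5 h incubation at 4 °C; Technique: time-resolved FRET; Evaluation: percent inhibition of TR-FRET ratio; Replication: one well per compound, singlicate testing.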
Shn3 inh set2 = inhibitors of Schnurri-3 3'UTR reporter in osteoblasts | inhibition, % at 12.5 µM | Clone20 osteoblast Shn3 3'UTR firefly luciferase, 24 h | hit rate 0.52% among 360,000 | AID 588674;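 active means mean inhibition of at least 75% with every replicate also reaching 75%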;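 further: 0% = median of neutral control wells and 100% = pilot-screen positive control compound; some compounds past the cut are filed as inactive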
KKLEB tox = CF airway cell cytotoxicity counter-screen | KKLEB CF airway cells viability, ATPlite luminescence, overnight; active compounds read low; cells stimulated with P. aeruginosa culture filtrate | activity change (cytotoxicity), % at 5 µM | hit rate 0.36% among 360,000 | AID 602141;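 active means corrected activity change at or below -50% at 5 µM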
C8 TRAIL sens = sensitizes caspase-8 expressing cells to TRAIL; inhibition (viability loss, TRAIL sensitization), % at 10 µM; NB7+C8 cells + TRAIL, ATPlite viability luminescence; AID 624354; hit rate 1% among 360,000;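 active means compounds causing at least 50% loss of cell viability in the single-dose screen, relative to plate controls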
NR2E3 ag-2 = human photoreceptor-specific nuclear receptor agonism | Q9Y5X4 | CHO-S Gal4-NCOR/VP16-NR2E3 two-hybrid, luciferase | AID 602229 | hit rate 0.35% among 360,000 | inhibition of corepressor binding, % at 3.98 µM;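 active means inhibition above the mean of all tested compounds plus 3 SD, cut at about 70% in these data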;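 further: 0% = DMSO with NR2E3 transfected cells and 100% = cells lacking NR2E3 construct; higher means lower luciferase signal from less NR2E3 corepressor binding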
TWEAK-Fn14 inh = inhibitors of TWEAK-Fn14 interaction signaling; TWEAK-stimulated Fn14 reporter cells, luciferase luminescence, 8 h; inhibition, % at 10 µM; hit rate 2% among 360,000; in the data active means inhibition above about 50%
TROY signal inh = TROY signaling inhibition | Q293 LMP1-TROYcd NF-kB luciferase reporter, 4 h | inhibition, % at 10 µM | hit rate 0.98% among 360,000 | AID 1347056;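 active means compounds whose plate-normalised and pattern-corrected inhibition of the luciferase reporter signal at the single screening dose is 50% or more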
TRPM1 prom inh = MITF TRPM1 promoter inhibition in SK-MEL-5 cells | SK-MEL-5 TRPM1 promoter luciferase, 24 h | inhibition, % at 12.5 µM | hit rate 0.83% among 330,000 | AID 488899;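 active means mean inhibition across replicates of 60% or more, whatever share of single replicates reaches that level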; further: values of inactives mirror those of a sister screen read the other way
Peg3 promoter = Peg3 promoter activity inhibition; HeLa PEG-Prom luciferase reporter, luminescence, overnight; inhibition, % at 20 µM; hit rate 1.7% among 360,000;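 active means inhibition of at least 50% at 20 µM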
CF NFkB inh = cystic fibrosis NF-kB activation inhibition; KKLEB NF-kB-GFP reporter, PAF-induced, GFP fluorescence overnight; inhibition, % at 5 µM; hit rate 0.86% among 360,000; AID 588850;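 active means at least 50% inhibition at 5 µM, scaled per plate between neutral and stimulator controls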;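 further: PAF is a Pseudomonas aeruginosa culture filtrate used as stimulus; plate controls were PAF-stimulated DMSO wells for no effect and unstimulated DMSO wells for full effect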
HIF-2a block = HIF-2a inhibition; 786-0 RCC cells HIF-2a reporter, luciferase luminescence, overnight; inhibition, % at 18.8 µM; hit rate 0.72% among 360,000; AID 624352;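 active means inhibition of the luminescence signal of 40% or more relative to plate controls, in a single-dose primary screen at 18.75 µM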
Starred values were filed as active, the others as inactive; . = no result given. A portion of the library (hit frequency here may not be typical).

Order of results: HIF-2a block | Peg3 promoter | TWEAK-Fn14 inh | KKLEB tox | CF NFkB inh | Shn3 inh set2 | NR2E3 ag-1 | TROY signal inh | TRPM1 prom inh | C8 TRAIL sens | NR2E3 ag-2
COc1ccccc1OCCSc1nc2ccccc2c(=O)[nH]1
    -279 | -149 | 1 | -13 | -1 | -38 | -1 | -55 | -55 | -4 | -76
COc1ccc(/C=C2\SC(=S)N(CCC(=O)Nc3ccc(C(=O)O)cc3)C2=O)cc1OC
    21 | 2 | -10 | 1 | -7 | -19 | -4 | 7 | 2 | -2 | -33
CCc1ccccc1NC(=O)c1noc(C(C)C)c1[N+](=O)[O-]
    7 | 8 | 13 | -4 | 10 | 11 | 2 | -15 | -43 | -10 | -20
CCN(CC)C(=O)CN(c1ccc(C)cc1)S(=O)(=O)c1ccc(SC)cc1
    14 | 24 | 8 | 5 | -5 | 7 | 2 | 16 | -1 | -4 | -3
CC(=O)c1ccc(OCC(=O)NC2CCCN(Cc3ccccc3F)C2)cc1 (configuration not stated)
    15 | -4 | -4 | 4 | -34 | -21 | . | 4 | -4 | 7 | -1
Oc1ccc(-c2cnns2)c(O)c1
    10 | -2 | 63* | -16 | 18 | 21 | 2 | -23 | 3 | -1 | -7
CCc1sc(C(=O)Nc2ccsc2C(=O)OC)cc1Br
    -54 | -2 | -12 | -10 | 10 | -8 | 1 | -9 | 3 | 10 | -3
COc1cccc(CCC2C(=O)CCCC2=O)c1
    1 | 19 | 19 | -7 | 7 | -33 | . | -18 | 7 | -1 | -4
CCC(=O)c1c(NC(C)C)cc(C)oc1=O
    17 | 10 | -4 | 4 | 2 | -7 | -1 | 21 | 6 | -10 | -5
Cc1ccccc1Nc1cc2ccccc2c(=O)[nH]1
    -7 | -16 | 31 | -7 | 26 | 16 | 25* | -49 | 69* | 88* | 13
CCCCCC(=O)N1C[C@@H](O)[C@H](n2cc(C3CC3)nn2)C[C@@H]1c1ccccc1
    10 | 16 | 6 | 0 | 9 | -1 | . | -1 | . | 2 | 17
O=C(CN1CCc2ccccc21)NC(=O)NCc1ccccc1
    7 | -9 | 3 | 0 | 8 | 13 | 0 | -11 | 13 | -3 | -32
CCOC(=O)CNc1nc(C#N)nc(N2CCOCC2)n1
    13 | 16 | -19 | 12 | -7 | 9 | -1 | 0 | -10 | 6 | -3
CC1(OC(=O)C2CCCC2)C(=O)C=C2C=C(c3ccc(C#N)cc3)OC=C2C1=O (configuration not stated)
    3 | 12 | -1 | -8 | -20 | -54 | 4 | 5 | 0 | -12 | -48
COCCCNC(=S)NNC(=S)NCCCOC
    11 | 15 | 0 | -14 | 1 | -7 | -2 | -12 | 0 | -7 | -10
CCC(C)NC(=S)N1CCN(C(c2ccccc2)c2ccccc2)CC1 (configuration not stated)
    29 | 12 | 4 | -30 | 2 | 5 | -2 | -10 | 7 | -29 | -14
CC(C)N1CCN(Cc2ccncc2)CC1CCO (configuration not stated)
    13 | 9 | -21 | -6 | 5 | -19 | -1 | -2 | . | -7 | 2
O=C(Cn1c(C(=O)NCC2CCCO2)cc2sccc21)c1ccccc1 (configuration not stated)
    12 | 18 | 20 | 6 | -11 | -13 | -1 | 6 | 16 | 0 | -15
COc1cc2c(-c3cc(F)cc(F)c3)c(-c3ccsc3)oc(=O)c2cc1OC
    4 | -6 | -28 | 1 | -84 | 15 | 4 | 14 | -1 | -3 | -36
CCc1ccc(N(C(=O)c2snc(C(N)=O)c2N)C(C(=O)NCC2CCCO2)c2ccco2)cc1 (configuration not stated)
    3 | 10 | 32 | -7 | 3 | 0 | 2 | 26 | 0 | 3 | -26
O=C(CC1C(=O)N(c2ccccc2)C(=S)N1c1ccccc1)c1ccccc1 (configuration not stated)
    -7 | 4 | 0 | -1 | -1 | 20 | 2 | -8 | -4 | -3 | -7
CCc1nc2nc(C)cc(C)n2c1Nc1ccc(OC)cc1
    7 | . | 4 | . | . | . | . | -4 | . | -11 | -21
CCN(C(=O)COC(=O)c1ccco1)c1cccc2ccccc12
    11 | 9 | 3 | 2 | -5 | -2 | . | -5 | 0 | -7 | -5
O=C(CSc1ccc(-c2ccccc2)nn1)NC1CCCCC1
    -31 | -30 | -5 | 6 | 5 | 15 | -1 | -53 | -7 | 11 | -2
O=C(Nc1ccc(F)cc1)c1cn(-c2ccccc2)nc1-c1ccncc1
    7 | 24 | 24 | -13 | -2 | 12 | 1 | 13 | -27 | 4 | -16
Cc1ccc(NC(=O)[C@H](NC(=O)[C@@H]2Cc3ccccc3CN2)c2ccccc2)cc1
    -57 | -61 | -17 | -2 | -10 | -5 | 2 | -49 | -13 | -15 | 1
O=C(NCCO)c1cc2c([nH]c3ccccc32)c(-c2ccccc2)n1
    -41 | -7 | -3 | 0 | -30 | -5 | 1 | 3 | 7 | 2 | -20
COC(=O)c1ccc(C#Cc2ccccc2)o1
    -160 | -96 | -46 | -4 | -16 | -44 | 1 | -44 | -28 | 3 | -32
O=C(COc1ccccc1)Nc1cccc(-c2cn3cccnc3n2)c1
    -56 | -49 | -21 | -14 | -4 | -1 | 3 | -28 | -17 | -1 | -24
N/C(CN1CCCC1=O)=N\O
    9 | 16 | -1 | -22 | 4 | 6 | 2 | 8 | -9 | -6 | -2
CSc1sc(C(=O)O)c2c1C(=O)CC(C)(C)C2
    5 | 16 | -2 | -4 | 3 | -81 | 3 | -7 | 4 | 8 | 3
CC(C)=CC(=O)Nc1cccc(S(=O)(=O)NC2=NCCCCC2)c1
    8 | 7 | 3 | -9 | 17 | 3 | . | -11 | 4 | -19 | -17
O=C(COc1ccc(/C=C\[N+](=O)[O-])cc1)N1CCOCC1
    19 | 5 | 13 | 5 | 5 | 0 | 0 | 25 | 4 | -6 | -11
COC(=O)C1=C(C)N(Cc2ccccc2)C(=NCc2ccccc2)N[C@H]1c1cccc(C(F)(F)F)c1
    9 | 99* | -7 | -38 | 28 | 17 | . | 17 | 89* | 78* | 13
CC(=O)N(c1ccc2oc(=O)sc2c1)S(=O)(=O)c1ccc(C)cc1
    7 | -3 | 11 | 19 | -5 | -32 | 3 | 9 | -2 | -10 | -21
Cc1ccc(Nc2nnc(SCC(=O)Nc3cccnc3Cl)s2)cc1C
    -131 | -232 | -55 | -10 | 4 | -27 | -2 | -49 | -66 | 42 | -32
COc1cc(/C=N/NC(=O)c2c(-c3ccccc3)noc2C)cc(OC)c1OC
    19 | 13 | 0 | 1 | -9 | 10 | -1 | 7 | -3 | 3 | -24
CCCCN(C(=O)NC(=O)Nc1ccccc1C)S(C)(=O)=O
    -19 | -17 | -24 | -9 | 12 | -1 | 1 | -28 | -5 | -16 | -2
CCN(CC)c1ncnc2scc(C3COc4ccccc4O3)c12 (configuration not stated)
    30 | 14 | 45 | -9 | 39 | 3 | 4 | 29 | 2 | -6 | -12
O=S(=O)(Cc1ccccc1)c1ccccc1-c1nnc(-c2ccccc2)o1
    11 | 29 | 27 | -1 | -5 | 2 | 4 | -4 | -6 | 11 | -2
COc1ccc(CNC(=O)C(c2ccncc2)N(C(=O)Cc2cccs2)c2cccc(C)c2)cc1 (configuration not stated)
    -1 | 6 | -13 | 8 | -1 | 3 | 5 | -45 | 2 | -3 | -5
COc1ccc(NC(=O)Cn2nc(C)c([N+](=O)[O-])c2C)cn1
    3 | 6 | -2 | 4 | -4 | -9 | -2 | 0 | -2 | -9 | -9
Cc1cc(C)n(-c2ncnc3sc(C)c(C)c23)n1
    -4 | 5 | 11 | -4 | 4 | 4 | 3 | -2 | 9 | -10 | 11
CCOc1cc2c(cc1OCC)C(C(=O)O)C(c1cc(OC)c(OC)c(OC)c1)N(C)C2=O (configuration not stated)
    10 | 9 | -8 | 5 | 1 | 2 | 0 | 15 | 1 | 6 | -13
CCCCOc1ccccc1Cn1c(=O)oc2ccccc21
    5 | 4 | -6 | -7 | 10 | 2 | 0 | 9 | -3 | 4 | 5
Cc1ccc2cc(C)c(SCC(=O)Nc3cc(C)on3)nc2c1
    -6 | 7 | -17 | 1 | 13 | 7 | -2 | -1 | 8 | -2 | -14
CCOC(=O)N(C)c1c(CC)nc2c(OCc3ccc(F)cc3)cccn12
    -2 | 8 | -2 | 2 | -8 | 6 | . | 2 | . | 8 | -27
COc1ccccc1N(C(=O)CNC(=O)c1ccco1)C(C(=O)NC1CCCC1)c1ccncc1 (configuration not stated)
    3 | 5 | 0 | -1 | 2 | 1 | 0 | 9 | -4 | 5 | 6
Cc1ccc(Nc2nc(NCCCN3CCOCC3)nc(N)c2[N+](=O)[O-])cc1C
    -1 | 25 | -6 | -10 | 3 | -19 | -3 | 9 | -13 | -15 | 11
CC(CCc1ccccc1)NC(=O)CNc1cccc([N+](=O)[O-])c1 (configuration not stated)
    15 | 8 | -3 | 4 | 4 | 30 | -4 | -9 | -21 | 4 | 13

(further entries)
Order of results: HIF-2a block | Peg3 promoter | TWEAK-Fn14 inh | KKLEB tox | CF NFkB inh | Shn3 inh set2 | NR2E3 ag-1 | TROY signal inh | TRPM1 prom inh | C8 TRAIL sens | NR2E3 ag-2
CCNS(=O)(=O)c1cc(Br)ccc1OC
    5 | 3 | -3 | 7 | -8 | -1 | 3 | -11 | -5 | -10 | -16
NS(=O)(=O)c1ccc(CNC(=O)C2CCCN2C(=O)c2cccs2)cc1 (configuration not stated)
    10 | -4 | 10 | 6 | 13 | -19 | . | -13 | 6 | -10 | -21
O=C(NC1CCS(=O)(=O)C1)N1CCCCC1 (configuration not stated)
    15 | 17 | 2 | -1 | -9 | 0 | 1 | 2 | 9 | -17 | -12
COc1ccc(N(CC(=O)Nc2ccc3c(c2)OCO3)S(=O)(=O)c2ccccc2)c(OC)c1
    7 | -4 | 33 | 1 | 6 | 11 | 1 | 0 | 16 | 12 | -20
O=C(/C(=C(/[O-])c1ccccc1)[n+]1ccccc1)c1ccc([N+](=O)[O-])cc1
    1 | -1 | -13 | 10 | 1 | 12 | -4 | -10 | 2 | 7 | -24
COc1ccccc1NC(=O)Nc1ncccc1C
    -63 | -38 | 3 | 10 | -18 | -23 | -2 | 0 | -1 | -8 | -12
COc1ccc(CCN2C(=O)CCC3=C2CCCC3=O)cc1OC
    5 | 4 | 10 | -12 | 19 | 3 | . | 4 | . | -23 | 1
Cc1cc(C)c(NC(=O)CS(=O)CC(=O)N2CCN(c3ccc(F)cc3)CC2)c(C)c1 (configuration not stated)
    17 | 17 | 2 | 14 | -15 | 12 | 3 | -4 | 5 | 1 | -22
